CHT block – human CHT choline transport inhibition. Q9GZV3. CHT-expressing cells, membrane potential dye, choline response; active compounds read low. B-score at 10 µM. actives 0.86% (n = 310,000);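 active = B-score over 3 SD under the library average, and starting fluorescence ratio not unusually high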;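 note: choline stimulus applied at its EC90 after an EC20 pre-addition; B-score computed on integrated fluorescence ratio after choline addition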
KCNQ2 inh – KCNQ2 potassium channel inhibitors, primary screen, cell-based, CHO-K1, FluxOR thallium flux, B-score (AID 2156). O88943. 20 min; active compounds read low. B-score at 10 µM. actives 1.1% (n = 310,000);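 active = fluorescence ratio B-score at most minus 3 library SDs, with starting brightness B-score within 2 library SDs, cut at about -5.5 in these data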
Target sequence (O88943 whole entry, looked up): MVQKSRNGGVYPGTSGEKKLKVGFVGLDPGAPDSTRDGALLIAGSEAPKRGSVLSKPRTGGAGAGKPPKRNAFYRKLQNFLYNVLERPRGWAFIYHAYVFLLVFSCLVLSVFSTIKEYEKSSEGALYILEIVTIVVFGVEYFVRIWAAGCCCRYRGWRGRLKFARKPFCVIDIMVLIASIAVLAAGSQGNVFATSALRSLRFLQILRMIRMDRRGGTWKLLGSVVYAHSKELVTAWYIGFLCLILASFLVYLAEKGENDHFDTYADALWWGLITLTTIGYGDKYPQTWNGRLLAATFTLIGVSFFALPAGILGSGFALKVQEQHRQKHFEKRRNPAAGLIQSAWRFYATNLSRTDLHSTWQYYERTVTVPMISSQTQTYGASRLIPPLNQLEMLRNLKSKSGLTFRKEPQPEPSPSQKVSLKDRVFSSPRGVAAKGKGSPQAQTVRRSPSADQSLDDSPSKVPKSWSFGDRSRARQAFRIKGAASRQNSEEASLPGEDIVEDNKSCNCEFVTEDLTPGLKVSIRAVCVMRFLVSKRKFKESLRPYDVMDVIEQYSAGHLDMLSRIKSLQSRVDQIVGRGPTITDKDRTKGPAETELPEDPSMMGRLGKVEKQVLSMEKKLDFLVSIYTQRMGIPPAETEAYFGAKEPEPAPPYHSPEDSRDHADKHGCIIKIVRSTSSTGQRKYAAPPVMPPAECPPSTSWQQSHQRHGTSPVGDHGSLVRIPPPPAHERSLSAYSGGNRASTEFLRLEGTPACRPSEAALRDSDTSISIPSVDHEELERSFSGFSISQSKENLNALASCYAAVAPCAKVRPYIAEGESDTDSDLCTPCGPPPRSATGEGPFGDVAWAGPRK
Numbers without * were called inactive; i = inactive; . = not tested or not shown.

SMILES	CHT block	KCNQ2 inh
O=C(CN1C(=O)NC2(CCCC2)C1=O)Nc1ccccc1F	i	i
C#CCOCCOCCOCCNc1nc(N2CCN(C(=O)C([C@@H](C)CC)n3cc(C(N)Cc4ccc(O)cc4)nn3)CC2)nc(N2CCN(C(=O)[C@H](CCC(=O)O)n3cc(C(N)CC(C)C)nn3)CC2)n1 (stereo partly specified)	i	i
Cc1cc(NS(=O)(=O)c2ccc(Cl)cc2)nn1CC(=O)NCc1ccco1	i	i
COc1ccccc1CNC(=O)COC(=O)CSc1ccc(F)cc1	i	i
CCNc1nc(NC(C)C)nc(N(n2cnnc2)S(=O)(=O)c2ccc(C)cc2)n1	i	i
CCC(=O)Nc1cccc(-n2nnnc2SCC(=O)NCc2ccco2)c1	i	i
CCC(C)(C)NC(=O)C1CCN(S(=O)(=O)c2cccs2)CC1	.	i
CCCCNC(=O)c1onc(CSc2cc(C)cc(C)c2)c1C(=O)NCCCC	i	-5.61*
Cc1nnc(SCC(=O)c2c(N)n(C)c(=O)n(C)c2=O)n1Cc1ccccc1	i	i
COc1ccc2cc(C3CC(c4ccco4)=NN3S(C)(=O)=O)c(Cl)nc2c1 (stereo unspecified)	i	i
O=C(C1=C(O)C(=O)N(CCCN2CCOCC2)C1c1ccc(Cl)cc1)c1cc2ccccc2o1 (stereo unspecified)	i	i
CC(C)C(=O)N1CCN(c2ccccc2NC(=O)c2cc([N+](=O)[O-])ccc2N2CCOCC2)CC1	i	i
CCCCc1ccc(N=N/C(C(=O)Nc2ccc(NC(C)=O)cc2OC)=C(/C)O)cc1	i	i
Cc1ccccc1NC(=O)C1CCCN1/C=C/C(=O)C(F)(F)F (stereo unspecified)	i	i
Cc1cc(C(F)F)nn1CC(=O)N1CCSCC1	i	i
O=c1oc(-c2ccccc2)nc2sc3c(c12)CCC3	i	i
Cc1ccc(C)c(-n2c(SCC(=O)NC(C(=O)O)C(C)C)nnc2-c2cccc(Cl)c2)c1 (stereo unspecified)	i	i
CCCCSc1nnc(-c2ccc(NC(=O)CC)cc2)n1C	i	i
Cc1ccc(Cn2nc(C)c(/C=N/NC(=O)c3cccnc3)c2C)cc1	i	i
CN(C)S(=O)(=O)c1ccc(Cl)c(NC(=O)COC(=O)CN2C(=O)C3CCCCC3C2=O)c1 (stereo unspecified)	i	i
CCN(C(=O)c1ccc(S(=O)(=O)N2CCCC2)cc1)C1CCS(=O)(=O)C1 (stereo unspecified)	i	i
COc1ccc(-c2noc3c2-c2nc(-c4ccc(Cl)cc4)sc2CC3)cc1	i	i
Cc1cc(C)n(CCC(=O)N/N=C/c2c(O)ccc3ccccc23)n1	i	i
COC(=O)CSc1nc(-c2ccc(F)cc2)cc(C(F)(F)F)n1	i	i
O=c1c(-c2ccc(Br)cc2)coc2c(CN3CCCCC3)c(O)ccc12	.	i
Cc1ccc(-n2c(CCc3nc4ccccc4[nH]3)n[nH]c2=S)cc1	i	i
CCCSCCCNC(=O)Cn1nc(CC)n2c(cc3c(OC)cccc32)c1=O	i	i
N#C/C(=C\c1c(Oc2ccccc2Cl)nc2ccccn2c1=O)C(=O)NC1CCS(=O)(=O)C1 (stereo unspecified)	i	i
CCC(CC)c1nnc(NC(=O)COc2ccc3c(C)cc(=O)oc3c2)s1	i	i
Cc1nn(-c2ccccc2)c(C)c1/C=C/C(=O)OC(C)C(N)=O (stereo unspecified)	i	i
CN(C)S(=O)(=O)c1ccc(Oc2ccccc2)cc1	i	i
CC(OC(=O)C1CCN(S(=O)(=O)c2ccc(F)cc2)CC1)C(=O)NC1CCCCC1C (stereo unspecified)	i	i
N#CC1=C(N)C(C#N)(C#N)[C@H](c2ccoc2)[C@H]2CN(Cc3ccccc3)CC=C12	i	i
COc1ccc(-c2noc(CN(C)C3CCOCC3)n2)cc1	i	i
CNC(=O)CSc1nnc(-c2ccco2)n1-c1cccc(OC)c1	i	i
O=C(Oc1ccc(Br)cc1C(=S)N1CCCCC1)c1cc([N+](=O)[O-])cc([N+](=O)[O-])c1	i	i
CCOC(=O)c1[nH]nc(C(=O)c2ccc(Br)cc2)c1O	i	i
O=C(O)c1cccc(Cn2c(Cl)c(/C=N/NC(=O)c3ccc(O)cc3)sc2=O)c1	i	i
O=c1c(-c2ccccc2)c(O)nc(SCCN2CCOCC2)n1-c1ccccc1	i	i
Cc1ccc(-c2ccc(=O)[nH]n2)cc1	i	i
Nc1nc(N)c(C=Nc2ccc(Br)cc2)c(Nc2ccc(Br)cc2)n1	i	i
COc1c(Br)cc(/C=N/n2c(-c3ccccc3)n[nH]c2=S)c(O)c1Br	i	i
O=Cc1cccn1Cc1ccc(Cl)cc1Cl	i	i
Cc1nn(Cc2ccc(Cl)cc2Cl)c(C)c1NC(=O)c1sc2ccccc2c1Cl	i	i
O=C(CSc1ccccc1)Nc1ccncc1	i	i
COc1ccc(CN2C(=O)CN=C2Nc2ccc(C)cc2C)cc1	i	i
O=C(CCCn1c(=S)[nH]c2ccsc2c1=O)Nc1ccc2c(c1)OCCO2	i	i
CC(OC(=O)CCC(=O)c1ccc(F)cc1)C(=O)NC1CCCCC1C (stereo unspecified)	i	i
Cc1cc(NS(=O)(=O)c2ccc(NC(=O)NC3CCCCC3)cc2)no1	i	i
Cc1ccc(NC(=O)Nc2ccnc(-c3cccnc3)n2)cc1	i	i
Cc1ccsc1/C=C(\C#N)C(=O)NCc1ccco1	i	i
C/C(=N/NC(=O)CNC(=O)c1cccs1)c1ccco1	i	i
Cc1nn(-c2ccccc2)c2c1/C(=N/O)CC(C)(C)C2	i	i
Cc1cc(C)c(C)c(S(=O)(=O)N[C@@H](C)C(=O)OC(C)C(=O)NC(N)=O)c1C (stereo partly specified)	i	i
Cc1c(NC(=S)N/C(=N/S(=O)(=O)c2ccc(Cl)cc2)c2ccccc2)c(=O)n(-c2ccccc2)n1C	i	i
Nc1ccn(-c2ncc(C(F)(F)F)cc2Cl)c(=O)n1	i	i
N#Cc1nc(-c2ccc(OCc3ccccc3)cc2)oc1N1CCC(C(N)=O)CC1	i	i
COc1ccc2cc(CCNC(=O)c3ccco3)c(=O)[nH]c2c1	i	i
CCN(CC)c1ccc(/C=N/NC(=O)CNC(=O)c2cccs2)cc1	i	i
COc1ccc(-c2oc(/N=C/N3CCOCC3)c(C#N)c2-c2ccc(OC)cc2)cc1	i	i
Additional entries follow:
SMILES	CHT block	KCNQ2 inh
Cc1cccc(NC(=O)c2sc3nc(N)c(C#N)cc3c2N)c1	i	i
Oc1ccccc1/C=N/n1cnn(Cc2ccccc2Cl)c1=S	i	i
COc1ccc(COC(=O)c2cc(S(=O)(=O)N3CCCCC3)ccc2N2CCOCC2)cc1	i	i
O=C(NC1CCCC1)c1ccc(CNc2c(N3CCOCC3)c(=O)c2=O)cc1	i	i
COc1ccc2oc(=O)c(C(=O)NCc3ccco3)cc2c1	i	i
CC(=O)c1cccc(N2C(=NC(=O)C3CCCCC3)SC3CS(=O)(=O)CC32)c1 (stereo unspecified)	i	i
CC(C)[C@H](NC(=O)OCc1ccccc1)C(=O)N[C@@H](Cc1c[nH]c2ccccc12)C(=O)O	i	i
CC(=O)N(c1nc(CCl)cs1)c1ccc(C)cc1C	i	i
Cc1ccc(CC(=O)OCCNC(=O)c2cccnc2)cc1	i	i
CC(=O)c1cccc(NC(=O)N2CCC(NC(=O)C34CC5CC(CC(C5)C3)C4)CC2)c1	i	i
COc1cccc(C(O)c2nc3ccccc3n2C(C)C)c1 (stereo unspecified)	i	i
CN1C(=O)C(CC(=O)NCCc2ccccc2)N(NC(=O)c2ccc(Cl)cc2)C1=S (stereo unspecified)	-12.1*	i
CN(C)c1ccc(/C=N/Nc2nc3ccccc3o2)cc1	i	i
CCCCn1c(SCc2nnc(-c3ccccc3)o2)nc2c1c(=O)n(C)c(=O)n2C	-5.64*	i
Cc1ccc(C(=O)Nc2ccc(N3CCOCC3)cc2)cc1	i	i
O=C(Nc1cc(C(F)(F)F)ccc1N1CCOCC1)c1cccnc1Cl	i	i
Cc1cc2ccccc2n2c(SCC(=O)NCC3CCCO3)nnc12 (stereo unspecified)	i	i
CCC(C)[C@H](NC(=O)c1cc2cc(Cl)ccc2n1C)C(=O)N1CCC[C@H]1C(=O)O (stereo partly specified)	i	i
Cc1ccc(OCC(=O)Nc2cccc(S(=O)(=O)NC3=NCCCCC3)c2)cc1C	i	i
CN1CCN(NC(=O)c2ccc(S(=O)(=O)N3CCCCCC3)cc2)CC1	i	i

3 of the compounds above, in CSV form.
molecule,CHT block,KCNQ2 inh
C#CCOCCOCCOCCNc1nc(N2CCN(C(=O)C([C@@H](C)CC)n3cc(C(N)Cc4ccc(O)cc4)nn3)CC2)nc(N2CCN(C(=O)[C@H](CCC(=O)O)n3cc(C(N)CC(C)C)nn3)CC2)n1 (stereo partly specified),i,i
Cc1cc(NS(=O)(=O)c2ccc(Cl)cc2)nn1CC(=O)NCc1ccco1,i,i
COc1ccccc1CNC(=O)COC(=O)CSc1ccc(F)cc1,i,i

More entries follow:
SMILES	CHT block	KCNQ2 inh
CC(C)(C)N1NC(=O)Nc2ccccc2C1=O	i	i
CCOC(=O)C(NC(=O)c1ccccc1)(N1CCOCC1)C(F)(F)F (stereo unspecified)	i	i
CC1(C)CCC(=O)C=C1Nc1ccc(F)c(Cl)c1	i	i
CCC(=O)N(CC)Cc1cc(=O)[nH]c2ccccc12	i	i
COc1cc(N(C)C)c([N+](=O)[O-])cc1C(=O)NC(C)CNc1ccc([N+](=O)[O-])cc1Cl (stereo unspecified)	-5.63*	i
Cc1ccc(CNC(=O)CC(C)S(=O)(=O)c2ccc3c(c2)NC(=O)C(C)S3)cc1 (stereo unspecified)	i	i
COCCNC(=S)Nc1cc(S(=O)(=O)N2CCOCC2)ccc1N1CCCCC1	i	i
CC(c1ccco1)N(C(=O)Nc1ccccc1)C1CCCCC1 (stereo unspecified)	i	-5.91*
CC(C)NC(=O)NC(=O)COC(=O)C1(C)CC1(Cl)Cl (stereo unspecified)	i	i
CCS(=O)(=O)NCCc1csc(C)n1	i	i
O=C1NN(c2ccccc2)C(=O)/C1=C/c1ccc(-c2ccc(C(=O)O)cc2)o1	i	i
CCOC(=O)N1CCc2c(sc3c2c(=O)n(Cc2ccccc2)c(=O)n3Cc2ccccc2F)C1	i	-11.6*
Cn1c(=O)cc(OCCCC(=O)NCc2cccnc2)c2ccccc21	i	i
COc1cccc(CN2CC(C(=O)N3CCCC3)CCC2=O)c1 (stereo unspecified)	i	i
CCOc1ccc(NC(=O)CN(C)C(=O)c2ccc3nc(CC)c(CC)nc3c2)cc1OCC	i	i
CCN1CCN(c2ccc(N=Cc3ccccc3O)cc2)CC1	i	i
COCCN(C(=O)COC(=O)CCc1ccccc1OC)c1c(N)n(Cc2ccccc2)c(=O)[nH]c1=O	i	i
O=C(CSc1nnc(Cc2ccccc2)n1-c1cccc(Cl)c1)NNC(=O)Cc1ccccc1	i	i
CN(C(=O)COC(=O)c1ccccc1Nc1ccccc1)c1c(N)n(Cc2ccccc2)c(=O)[nH]c1=O	i	i
Cc1ccc(/C=N/NC(=O)Cn2cnc3ccccc32)o1	i	i

Record cards, from the list above. Values in the order: CHT block	KCNQ2 inh
Entry for `O=C(CSc1nnc(Cc2ccccc2)n1-c1cccc(Cl)c1)NNC(=O)Cc1ccccc1` = i	i
Entry for `CCC(=O)N(CC)Cc1cc(=O)[nH]c2ccccc12` = i	i
Entry for `CCOC(=O)N1CCc2c(sc3c2c(=O)n(Cc2ccccc2)c(=O)n3Cc2ccccc2F)C1` = i	-11.6*

The main list resumes; the five compounds before the break are reprinted first.
SMILES	CHT block	KCNQ2 inh
CCN1CCN(c2ccc(N=Cc3ccccc3O)cc2)CC1	i	i
COCCN(C(=O)COC(=O)CCc1ccccc1OC)c1c(N)n(Cc2ccccc2)c(=O)[nH]c1=O	i	i
O=C(CSc1nnc(Cc2ccccc2)n1-c1cccc(Cl)c1)NNC(=O)Cc1ccccc1	i	i
CN(C(=O)COC(=O)c1ccccc1Nc1ccccc1)c1c(N)n(Cc2ccccc2)c(=O)[nH]c1=O	i	i
Cc1ccc(/C=N/NC(=O)Cn2cnc3ccccc32)o1	i	i
N#Cc1cccc(OCC(=O)NC(=O)NCc2ccccc2)c1	i	i
COc1cccc2c(C)nc(Nc3nc(CSc4nnc(C)s4)cc(=O)[nH]3)nc12	i	i
O=C(OCc1nnc(-c2ccccc2)o1)c1cc(S(=O)(=O)N2CCOCC2)ccc1F	i	i
CCOc1ccc(-n2c(N)c(-c3nc4ccccc4[nH]3)sc2=S)cc1	i	i
COc1ccccc1NS(=O)(=O)c1cccc(N2CC(O)=C(c3ccccc3)C2=N)c1	i	i
COc1ccc(C2C([N+](=O)[O-])=C(C)N(C)C(=O)N2C)cc1OC (stereo unspecified)	i	i
COc1ccc(NC(=O)Cn2c(=O)n(-c3ccccc3)c(=O)c3oc4ccccc4c32)c(OC)c1	i	i
Cc1cc(C)c(C#N)c(N2CCN(S(=O)(=O)Cc3ccccc3)CC2)n1	i	i
Cc1ccc(C)c(NC(=S)N2CCC(NC(=O)c3cccc(F)c3)CC2)c1	i	i
COc1ccc2[nH]c(O)c(N=O)c2c1	i	i
COCCN(C(=O)COC(=O)C(c1ccccc1)c1ccccc1)c1c(N)n(Cc2ccccc2)c(=O)[nH]c1=O	i	i
O=C(Cn1ncc2c3ccccc3n(Cc3ccccc3)c2c1=O)N1CCN(c2ncccn2)CC1	i	i
Cc1ccc(NC(=O)CCNC(=O)c2ccccc2Cl)nc1	i	i
COc1ccc(C2c3c(noc3C)CC(C)(O)C2C(C)=O)cc1 (stereo unspecified)	i	i
Cc1cc(-c2n[nH]c(=S)n2/N=C/c2ccc(C)o2)n[nH]1	i	i
COc1ccccc1NC(=O)CSc1nnc(C)n1Cc1ccccc1	i	i
CN(C)c1ccc(/C=C/c2nc3ccccc3c(=O)[nH]2)cc1	i	i
CCc1cccc2c1NC(=O)C2(O)N1CCCC(C)C1 (stereo unspecified)	i	i
COc1ccc2cc(C(=O)/C=C/c3cc(OC)c(OC)c(OC)c3)ccc2c1	i	i

Random draw from the library. Share with any hit: about 1.9%.
